Screening data: PubChem BioAssay, several laboratories
COUP-TFII inh – NR2F2 (human) inhibition, primary screen | P24468 | HEK293T NGFI-A luciferase reporter, luminescence | inhibition, % at 8.6 µM | 370,000 tested, 0.7% active;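 active means inhibition above a per-plate cutoff, mean inhibition of test wells between control levels plus 3 SD, cut at about 38% in these data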;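 further: cells cotransfected with COUP-TFII expression vector driving the NGFI-A reporter; 0% = median of COUP-TF2 test wells and 100% = reporter-only cells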
Target sequence (P24468 whole entry, looked up): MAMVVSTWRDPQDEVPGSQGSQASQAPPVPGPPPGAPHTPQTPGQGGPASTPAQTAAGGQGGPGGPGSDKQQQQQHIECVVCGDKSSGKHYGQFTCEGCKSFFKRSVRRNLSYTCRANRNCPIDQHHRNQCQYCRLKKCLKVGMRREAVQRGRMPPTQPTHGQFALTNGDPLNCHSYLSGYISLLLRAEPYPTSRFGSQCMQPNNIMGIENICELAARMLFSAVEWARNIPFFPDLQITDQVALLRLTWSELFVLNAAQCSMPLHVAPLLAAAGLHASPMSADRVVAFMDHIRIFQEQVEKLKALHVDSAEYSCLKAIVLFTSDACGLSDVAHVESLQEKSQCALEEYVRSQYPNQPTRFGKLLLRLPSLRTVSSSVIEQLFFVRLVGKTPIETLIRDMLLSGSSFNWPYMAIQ
SRC1 inh – inhibitors of human steroid receptor coactivator 1 (SRC1) | 360,000 tested, 0.12% active | AID 588354 | HEK293 GAL4-SRC1 luciferase reporter, luminescence | inhibition, % at 3.6 µM | Q15788;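 active means inhibition above the campaign mean plus 3 SD, with each screening campaign given its own cutoff, cut at about 60% in these data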;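 further: 0% = DMSO treated cells and 100% = gossypol at 36 µM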
LRH-1 inv ag – NR5A2 inverse agonism in reporter assay. inhibition, % at 3.6 µM. HEK293T StAR-luciferase reporter, LRH-1 transfected, 24 h. O00482. 360,000 tested, 0.13% active;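 active means inhibition above the mean inhibition of all tested compounds plus 3 SD, cut at about 73% in these data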;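 further: 0% = DMSO wells and 100% = reporter-only cells lacking LRH-1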
EBV LMP1 NFkB – Epstein-Barr LMP1 NF-kappaB reporter inhibition; LMP1-induced NF-kappaB luciferase reporter cells, luminescence; inhibition, % at 12.5 µM; 350,000 tested, 0.69% active; AID 504558; in the data active means inhibition above about 41%; inconclusive means no clear call, values can overlap the other calls;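 further: 0% = neutral control wells and 100% = reference inhibitor control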
NCOA3 inh – human NCOA3 inhibition | HEK293 GAL4-SRC3 luciferase reporter, luminescence | inhibition, % at 3.6 µM | 360,000 tested, 0.17% active | Q9Y6Q9;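 active means inhibition above a per-campaign cutoff, the mean of all compounds plus 3 SD, cut at about 60% in these data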;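 further: 0% = DMSO-treated cells and 100% = gossypol-treated cells at 36 µM; higher means less SRC3-driven luciferase light from the GAL4 reporter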
TLR9-MyD88 block – blocks human TLR9 binding to MyD88; Q9NR96+Q99836; CHO BLA complementation TLR9-MyD88, CCF4 FRET ratio; inhibition, % at 4.98 µM; 340,000 tested, 0.21% active; AID 504734;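 active means inhibition above the mean over all tested compounds plus 3 SD, cut at about 21% in these data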;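 further: 0% = DMSO only wells and 100% = clavulanate BLA inhibitor control wells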
SRC2 inh – inhibits human steroid receptor coactivator 2; 370,000 tested, 0.17% active; HEK293 GAL4-SRC2 luciferase reporter, luminescence; Q15596; inhibition, % at 9 µM;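 active means inhibition above the mean inhibition of all tested compounds plus 3 SD, set per campaign, cut at about 52% in these data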;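 further: 0% = DMSO treated cells and 100% = cells given Gossypol at 36 µM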
NOD2 RIPK2 PPI – NOD2-RIPK2 protein interaction inhibition. inhibition, % at 4.98 µM. O43353. 360,000 tested, 0.38% active. CHO BLA complementation NOD2-RIPK2, CCF4 ratio; in the data active means inhibition above about 21%;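 further: 0% = vehicle only and 100% = reference blocker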
Target sequence (O43353 whole entry, looked up): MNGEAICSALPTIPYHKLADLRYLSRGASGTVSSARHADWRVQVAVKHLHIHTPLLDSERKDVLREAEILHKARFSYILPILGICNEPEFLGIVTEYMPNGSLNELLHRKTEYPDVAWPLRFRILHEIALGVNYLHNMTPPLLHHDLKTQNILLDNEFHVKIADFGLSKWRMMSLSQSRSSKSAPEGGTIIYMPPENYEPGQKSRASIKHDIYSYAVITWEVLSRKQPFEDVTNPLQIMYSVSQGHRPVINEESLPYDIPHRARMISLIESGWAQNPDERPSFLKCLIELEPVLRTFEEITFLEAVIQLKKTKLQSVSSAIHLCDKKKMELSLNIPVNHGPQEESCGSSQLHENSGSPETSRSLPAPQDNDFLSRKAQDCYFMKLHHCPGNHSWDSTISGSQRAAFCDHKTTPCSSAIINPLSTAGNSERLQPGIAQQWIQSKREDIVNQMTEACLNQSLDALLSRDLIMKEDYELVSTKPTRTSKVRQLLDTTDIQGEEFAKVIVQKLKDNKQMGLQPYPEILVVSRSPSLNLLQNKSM
C8 TRAIL sens – sensitizes caspase-8 expressing cells to TRAIL; 360,000 tested, 1% active; inhibition (viability loss, TRAIL sensitization), % at 10 µM; NB7+C8 cells + TRAIL, ATPlite viability luminescence;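 active means compounds causing at least 50% loss of cell viability in the single-dose screen, relative to plate controls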
Vif imaging – inhibitors of HIV Vif; HEK293T cells, Vif self-association by quenched fluorescence, imaging, 24 h; inhibition, % at 7.49 µM; 340,000 tested, 0.35% active; in the data active means inhibition above about 50%, passing the limit was not always enough; inconclusive means no clear call, values can overlap the other calls; inactive means below about 31%; further: some results filed as inactive read as strong as hits
TROY NFkB inh – blocks TROY-dependent signaling in reporter cells; 360,000 tested, 0.98% active; Q293 LMP1-TROYcd NF-kB luciferase reporter, 4 h; inhibition, % at 10 µM;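 active means compounds whose plate-normalised and pattern-corrected inhibition of the luciferase reporter signal at the single screening dose is 50% or more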
* = called active by the depositor; u = inconclusive; x = not tested or not shown. The list is partial. The share of hits here may be higher or lower than overall.

Molecule	LRH-1 inv ag	NCOA3 inh	Vif imaging	SRC2 inh	COUP-TFII inh	C8 TRAIL sens	NOD2 RIPK2 PPI	TROY NFkB inh	EBV LMP1 NFkB	TLR9-MyD88 block	SRC1 inh
CCN1/C(=C/C(=S)Nc2ccccc2)Sc2ccccc21	-19	-33	-16	-3	-4	24	-4	3	-8	-10	-36
CC(C)Cc1nnc(NC(=O)c2cc([N+](=O)[O-])ccc2N2CCOCC2)s1	-10	7	-4	7	-14	4	-16	-21	9	-10	-10
N#CCCN(Cc1cccnc1)C(=O)c1sc2cc(F)ccc2c1Cl	0	11	-4	11	0	23	1	14	-8	-11	-5
CC(C)COc1cc(=O)[nH]c(SCC(C)C)n1	-9	5	0	-4	3	-8	-6	-9	-15	-3	-1
Cc1cccc(N2CCN(C(=O)c3ccc4c(c3)OCCO4)CC2C)c1 (centres undefined)	5	12	5	10	2	-2	-3	16	-2	6	9
Cc1ccc(CSCCNS(=O)(=O)c2ccccc2)cc1	12	12	-5	-7	11	-7	-7	6	-3	-7	-10
CC(=O)c1ccc(Nc2nc(C(N)Cc3ccc(N)cc3)cs2)cc1 (centres undefined)	-46	-16	10	-8	-8	-6	-11	-9	x	x	6
COCCCNc1nc(N)c([N+](=O)[O-])c(NCc2ccccc2)n1	-6	-4	-1	5	-5	-10	-10	9	-1	14	10

Next records:
Molecule	LRH-1 inv ag	NCOA3 inh	Vif imaging	SRC2 inh	COUP-TFII inh	C8 TRAIL sens	NOD2 RIPK2 PPI	TROY NFkB inh	EBV LMP1 NFkB	TLR9-MyD88 block	SRC1 inh
N#Cc1ccc(C(=O)NNC(=O)c2cccc(S(=O)(=O)N3CCOCC3)c2)cc1	-15	20	u	-23	0	-18	-4	0	8	-10	4
CC1(C)Cc2nc(-c3ccccc3)n3cnnc3c2CO1	-11	1	6	-7	-5	-11	-4	12	12	1	5
COCCN(CCOC)S(=O)(=O)c1ccc(C(=O)Nc2nc(-c3ccncc3)cs2)cc1	19	11	-7	-4	18	21	7	39	8	-3	5
CCOc1cc(CNCCCN2CCOCC2)cc(Br)c1OCc1ccccc1Cl	14	20	10	13	6	1	7	9	-27	12	-8
CCOC(=O)c1sc(SC)c2c1CCC/C2=N/OC	13	13	5	-21	11	-20	2	1	2	-7	-21
CC(CNC(=O)C(C)(C)C)NC(=O)C(C)(C)C (centres undefined)	-18	9	-8	11	-7	-22	-3	17	-4	-7	-10
COc1ccccc1-c1nnc(SCC(=O)NC2CCS(=O)(=O)C2)n1N (centres undefined)	2	16	-2	-28	4	-4	1	-1	0	2	13
O=C(NC(=S)Nc1ccccc1N1CCOCC1)c1ccc(-c2cccc(Cl)c2)o1	-16	-2	2	-10	-11	-2	-3	8	-6	0	-12

Further records:
Molecule	LRH-1 inv ag	NCOA3 inh	Vif imaging	SRC2 inh	COUP-TFII inh	C8 TRAIL sens	NOD2 RIPK2 PPI	TROY NFkB inh	EBV LMP1 NFkB	TLR9-MyD88 block	SRC1 inh
O=C1N(Cc2cccnc2)C[C@@H]2C[C@@H](c3ccc(-c4ccccc4)cc3)N3CCC[C@@]123	6	0	-8	8	14	3	-5	13	3	-5	8
CCOc1cc2c(C#N)c(N3CCNCC3)nc(N)c2c(N)n1	12	-13	-5	-42	-16	3	6	11	-7	6	-20
Cc1ccc(S(=O)(=O)N(C)C)cc1-n1c(SCC(=O)Nc2ccc(F)cc2Cl)nc2ccccc2c1=O	36	1	-5	24	-1	-2	1	-2	19	0	-18
O=C(Nc1c(-c2ccccc2)[nH][nH]c1=O)c1cccc(C(F)(F)F)c1	23	36	-1	9	21	-10	5	-5	x	x	26
CCn1c(CSc2nc3ccccc3s2)nnc1SCC(=O)OC(C)(C)C	18	0	-9	6	0	3	3	-12	6	-13	2
N#CC1(C#N)C(C(N)=O)C1c1ccccc1 (centres undefined)	11	1	-1	-2	-5	4	6	-3	5	-11	7
CCCCCOC(=O)C(C)Sc1n[nH]c(=O)[nH]c1=O (centres undefined)	-6	8	-8	8	4	-1	-8	-9	0	2	0
Cc1cccc(N2C(=O)CS/C2=N\NC(=O)c2ccc(Br)cc2)c1C	-4	9	6	4	0	10	-2	-5	-4	2	-43

Continuation.
Molecule	LRH-1 inv ag	NCOA3 inh	Vif imaging	SRC2 inh	COUP-TFII inh	C8 TRAIL sens	NOD2 RIPK2 PPI	TROY NFkB inh	EBV LMP1 NFkB	TLR9-MyD88 block	SRC1 inh
CCOc1cc(CNC)ccc1OCC(=O)NC(C)(C)C	8	10	-1	-4	2	2	-12	7	3	3	7
Cc1ccc2oc(-c3ccccc3)c(C(=O)O)c(=O)c2c1	-137	-39	4	-44	-34	57*	10	-3	-3	11	-130
CCC(C)Sc1nnc(CSc2nc(C)cc(C)n2)n1C (centres undefined)	-4	-1	1	-14	0	-11	-4	10	-1	-3	6
Cc1cc(C)nc(SCC(=O)NC(=O)c2ccccc2O)n1	-18	2	2	6	-11	-10	-2	8	8	0	6
Clc1cccc(Cl)c1/C=N/Nc1c(Cl)cncc1Cl	16	13	-2	0	-4	13	8	-17	-6	5	15
CC(C(=O)Nc1ccc(N2CCOCC2)cc1)N1C(=O)NC(C)(C)C1=O (centres undefined)	-8	19	0	-13	-13	-5	-4	12	-2	6	-8
Cc1ccc(N/N=C(\C#N)C(=O)c2ccsc2)cc1	1	-5	-12	-53	-3	9	-12	19	-13	-7	-11
COc1ccc(CCNC(=O)c2ccc(CNS(=O)(=O)c3cccc(Cl)c3)cc2)cc1OC	-6	17	-4	-9	11	-9	-3	10	8	-5	11

New compounds follow:
Molecule	LRH-1 inv ag	NCOA3 inh	Vif imaging	SRC2 inh	COUP-TFII inh	C8 TRAIL sens	NOD2 RIPK2 PPI	TROY NFkB inh	EBV LMP1 NFkB	TLR9-MyD88 block	SRC1 inh
O=C1c2ccccc2C(c2nc3ccccc3[nH]2)N1c1ccccn1 (centres undefined)	6	-9	x	6	-1	-1	1	-6	x	x	6
CC(C)Oc1ccccc1C1CC(=O)Nc2cc3c(cc21)OCCO3 (centres undefined)	8	14	-12	17	-43	-5	9	33	2	-1	9
COC(=O)c1cc2n(n1)CCCNC2=O	3	11	4	-10	3	3	-4	9	-9	1	6
O=C(O)C1Nc2c(C(F)(F)F)ccc(Cl)c2C2C=CCC12 (centres undefined)	-16	9	x	0	-3	1	-5	-9	6	-6	6
O=[N+]([O-])c1ccc(Cl)c(S(=O)(=O)Nc2ccc(-c3ccc(N4CCOCC4)nn3)cc2)c1	5	10	3	-34	12	7	3	-6	-3	1	-21
COc1ccc(NC(=O)/C=C/C(=O)O)c(OC)c1	-17	20	0	23	5	0	-10	0	-2	2	-1
COc1ccccc1NC(=S)N(Cc1ccccn1)Cc1ccccc1Cl	0	10	1	-2	-6	-1	-3	-8	5	-2	10
Cc1cccc(C)c1NC(=O)C1(C)CSCC(=O)N1Cc1cccc(F)c1 (centres undefined)	1	x	x	-19	-1	11	-2	x	x	x	x

(continued)
Molecule	LRH-1 inv ag	NCOA3 inh	Vif imaging	SRC2 inh	COUP-TFII inh	C8 TRAIL sens	NOD2 RIPK2 PPI	TROY NFkB inh	EBV LMP1 NFkB	TLR9-MyD88 block	SRC1 inh
CCCC(C(=O)NCc1ccco1)N(C(=O)CNS(=O)(=O)c1ccccc1)c1ccccc1OC (centres undefined)	-10	0	27	1	12	-10	-1	-1	5	-11	-5
CCCCn1c(N)c(N(C)C(=O)c2cn(-c3ccccc3)nc2-c2ccccc2)c(=O)[nH]c1=O	1	-11	-5	-2	12	11	-6	-2	-6	2	-8
CCCOc1ccc(/C=N/NC(=O)c2nnn(-c3nonc3N)c2-c2cccs2)cc1OC	-4	8	10	-23	6	8	-2	2	-2	1	9
Cc1cc(C)c2sc(N(CCN(C)C)C(=O)CCS(=O)(=O)c3ccccc3)nc2c1	0	-2	-6	21	-19	5	-9	-37	6	-2	-6
COc1ccc(C2c3ccc4ccccc4c3Oc3ncn(CCCN(C)C)c(=N)c32)cc1 (centres undefined)	-10	-17	34	-3	-2	58*	14	-43	-35	5	-29
COc1cc(C2=Nc3ccc(Br)cc3C(c3ccccc3)N2CC(=O)NN)cc(OC)c1OC (centres undefined)	10	14	-1	15	22	6	-12	-5	x	x	-2
CCOC(=O)C1(CC)NC(c2ccc(OC)cc2OC)C2C(=O)N(C)C(=O)C21 (centres undefined)	6	23	3	-10	-6	-17	4	10	-2	11	-1
Cc1ccc(S(=O)(=O)N2C[C@H]3[C@H]4C(=O)N(c5ccccc5)C(=O)[C@H]4C[C@H](OC(=O)NC4CCCC4)[C@@]3(O)C2)cc1	-19	3	-4	-2	-2	10	-2	4	-2	-6	2

Other records:
Molecule	LRH-1 inv ag	NCOA3 inh	Vif imaging	SRC2 inh	COUP-TFII inh	C8 TRAIL sens	NOD2 RIPK2 PPI	TROY NFkB inh	EBV LMP1 NFkB	TLR9-MyD88 block	SRC1 inh
Cc1c(C(N)=O)c(-c2ccccc2)nn1-c1ccccc1	-7	-8	1	4	20	-4	3	-11	2	7	-14
O=C1C2CCCN2C(c2ccc(F)c(F)c2)N1c1cccc(Cl)c1 (centres undefined)	15	3	-4	-5	-15	18	-4	-5	3	1	-21
O=C(Nc1ccc(F)cc1F)c1ccc2c(=O)n3c(nc2c1)CCC3	-87	-91	9	-56	-26	5	-3	14	-1	5	-107
O=C(CN1CCCCCC1)Nc1ccccc1Cl	2	-9	8	-12	-2	-7	-5	4	4	-1	-9
CCC1COCCS(=O)(=O)N1Cc1ccccc1 (centres undefined)	4	13	-1	-2	0	3	-9	-32	7	-1	4
Cc1c(Cl)cccc1NC(=S)NCC(O)c1ccccc1 (centres undefined)	14	5	1	-33	10	-2	-11	-17	0	9	5
CCN(CC(=O)Nc1cc(Cl)ccc1C)C(=O)C1CC(=O)N(Cc2ccccc2)C1 (centres undefined)	-8	-12	-7	11	4	-9	-12	12	-2	6	-14
CCC1CCCCN1CC(O)COCc1cccc(OC)c1 (centres undefined)	-6	17	39	-23	5	1	-7	-15	6	-8	-90
CCNC(=O)C1(C)CCN(C(=O)c2cccc(OC(C)=O)c2C)C1 (centres undefined)	18	-6	3	-11	-5	-9	-4	-4	x	x	10
COc1cccc(NC(=O)N2CCC(N3CCCCC3)CC2)c1	-5	12	-4	-6	-1	5	-3	13	-3	0	9
O=C(CCc1ccc(O)cc1)c1c(O)cc(O)cc1O[C@@H]1O[C@H](CO)[C@@H](O)[C@H](O)[C@H]1O	14	-15	-2	10	-9	-14	-14	0	13	5	0
